Wnt bcat act: Wnt/beta-catenin pathway activation; Wnt/beta-catenin reporter cell assay, activator, plate reader; hit rate 1.2% among 300,000; activation, % at 9.35 µM; in the data active = activation above about 30%, passing the limit was not always enough;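 also: 0% = neutral control wells and 100% = positive control wells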
HTR5A inv ag: inverse agonist of human HTR5A in OPRM1-OPRD1 counter-screen. HTR5A cell line, luminescence, inverse agonism. inhibition, % at 9.3 µM. AID 504634. hit rate 0.083% among 340,000; in the data active = inhibition mostly above about 23%, no sharp cut-off; inactive = mostly below about 18%;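 also: 0% = cells with DMSO and 100% = no-cell wells with DMSO; some compounds called inactive have numbers as strong as hits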
Target sequence (P47898 whole entry, looked up): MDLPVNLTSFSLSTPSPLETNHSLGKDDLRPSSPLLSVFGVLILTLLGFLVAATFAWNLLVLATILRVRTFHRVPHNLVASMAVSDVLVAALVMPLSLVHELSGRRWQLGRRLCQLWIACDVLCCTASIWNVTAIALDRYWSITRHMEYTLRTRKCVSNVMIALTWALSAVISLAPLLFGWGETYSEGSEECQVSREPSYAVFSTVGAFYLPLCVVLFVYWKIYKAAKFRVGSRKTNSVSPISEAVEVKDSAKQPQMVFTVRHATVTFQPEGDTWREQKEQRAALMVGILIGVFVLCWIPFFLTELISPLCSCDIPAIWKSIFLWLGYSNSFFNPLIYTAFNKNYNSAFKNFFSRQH
dFosB act: mouse delta FosB homodimer activation | P13346 | purified delta FosB, TAMRA-CDK5 oligo fluorescence polarization; percent of positive-control signal above neutral wells | activation, % at 25 µM | hit rate 0.99% among 340,000;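 active = mean activation above about 17%, with every replicate also reaching it, limit read from the data, passing the limit was not always enough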;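 also: fluorescence polarization rise as delta FosB binds a TAMRA Cdk5 AP-1 oligo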
CDK5 inh: CDK5/p35 (human) kinase inhibition. Q00535+Q15078. Recombinant CDK5/p35, ADP-Glo luminescence, 60 min. inhibition, % at 10 µM. hit rate 0.01% among 330,000;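 active = highest replicate inhibition of at least 50% and at least 75% of replicates reaching 50%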;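 also: plate controls were DMSO neutral control for no effect and GW8510 at 10 µM for full effect; many of its hits are not listed in these tables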
MITF act: MITF TRPM1 promoter activation in melanoma cells | activation, % at 12.5 µM | SK-MEL-5 TRPM1-promoter luciferase, 24 h; % of positive control, neutral wells = 0 | AID 588334 | hit rate 0.75% among 300,000;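 active = mean activation of at least 80% with every replicate also reaching 80%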;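 also: 0% = neutral control wells and 100% = parthenolide positive control wells; values of inactives mirror those of a sister screen read the other way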
NSD2 inh: NSD2 (human) methyltransferase inhibition; AID 743445; hit rate 0.54% among 310,000; inhibition, % at 12.5 µM; NSD2 peptide methylation, AlphaScreen, 120 min; in the data active = inhibition above about 50%
V-ATPase pHluor: regulators of yeast V-ATPase proton transport; hit rate 0.37% among 350,000; S. cerevisiae, pHLuorin cytosolic pH fluorescence; response, % at 10 µM; AID 504577; in the data active = response mostly above about 7.3%, no sharp cut-off; inactive = mostly below about 5.4%; also: actives read high; inactives centre near 0; some compounds called inactive have numbers as strong as hits; reference of the scale not given here
PvdQ acylase: blocks Pseudomonas aeruginosa PvdQ acylase activity | purified PvdQ acylase, fluorescence plate reader | inhibition, % at 10 µM | hit rate 0.063% among 340,000; in the data active = inhibition above about 30%, passing the limit was not always enough;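 also: 0% = vehicle neutral wells and 100% = reference inhibitor wells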
SR-BI HDL uptake: blocks mouse SR-BI lipid uptake from DiI-HDL. AID 488896. ldlA[mSR-BI] CHO cells, DiI-HDL uptake fluorescence, 3 h. hit rate 0.96% among 320,000. inhibition, % at 12.5 µM. Q61009;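 active = mean replicate inhibition of at least 70% and a set share of replicates each scoring 70 or more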;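 also: 0% = median of neutral control wells and 100% = median of positive control wells; values of inactives mirror those of a sister screen read the other way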
Target sequence (Q61009 whole entry, looked up): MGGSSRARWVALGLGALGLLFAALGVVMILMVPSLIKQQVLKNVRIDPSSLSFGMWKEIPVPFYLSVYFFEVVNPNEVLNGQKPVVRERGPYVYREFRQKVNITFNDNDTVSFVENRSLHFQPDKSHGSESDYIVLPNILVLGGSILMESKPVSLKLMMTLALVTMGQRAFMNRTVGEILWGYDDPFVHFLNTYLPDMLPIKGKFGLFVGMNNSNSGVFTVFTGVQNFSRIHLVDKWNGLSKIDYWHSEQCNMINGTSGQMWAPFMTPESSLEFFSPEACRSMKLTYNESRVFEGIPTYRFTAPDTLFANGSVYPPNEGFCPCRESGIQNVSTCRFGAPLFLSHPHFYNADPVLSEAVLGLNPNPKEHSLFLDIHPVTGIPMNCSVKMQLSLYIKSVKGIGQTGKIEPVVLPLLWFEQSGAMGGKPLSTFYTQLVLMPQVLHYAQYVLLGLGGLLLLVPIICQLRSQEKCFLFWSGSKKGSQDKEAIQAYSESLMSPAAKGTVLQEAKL
HTR5A ag: activates human HTR5A in OPRM1-OPRD1 agonist counter-screen. HTR5A agonist assay, luminescence, cell-based. activation, % at 9.3 µM. hit rate 0.61% among 340,000. AID 504692; in the data active = activation mostly above about 9.5%, no sharp cut-off; inactive = mostly below about 7.6%;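 also: 0% = cells with vehicle only and 100% = reference agonist; strong numbers were not always called active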
* marks the source's active call; other numbers are inactive results; x = not tested or not shown.

Second line of a record – Wnt bcat act	HTR5A inv ag	dFosB act	CDK5 inh	MITF act	NSD2 inh	V-ATPase pHluor	PvdQ acylase	SR-BI HDL uptake	HTR5A ag
> COC(=O)c1c(NC(=O)CN2CCC3(O)CCCCC3C2c2ccccc2OC)sc(C)c1C (stereo not drawn)
    -3	-8	-5	0.9	-18	0	-2	4	2	2
> Cc1cnc(C(=O)N2CCN(S(=O)(=O)c3ccc(F)c(F)c3F)CC2)cn1
    21	-2	19*	0.6	13	4	1	-4	-12	-2
> CC1=C(C(=O)OCc2ccccc2)C(c2cccnc2)n2nnnc2N1 (stereo not drawn)
    x	-14	7	-2.5	-5	1	1	-10	-9	-5
> O=C(c1ccc(F)cc1)C1CCN(C(=O)c2ccc(F)cc2)CC1
    -1	-12	1	-0.3	-10	1	3	-10	26	3
> CC(=O)c1cnc2nc(SCc3cccc(C)c3)nn2c1C
    1	0	-4	0.8	27	-3	0	-8	15	0
> OCCN1CCN(C(=S)Nc2ccc(Oc3ccccc3)cc2)CC1
    -10	-1	-1	0.5	-7	1	6	5	-13	0
> COc1cc(OC)cc(-c2c(-c3cccs3)c3cc(-c4cc(OC)c(OC)c(OC)c4)ccc3n2C)c1
    -5	-2	4	-1.1	-4	x	-3	-4	21	-1
> CCCCCCCCNC(=S)NCCN1CCCCC1
    -9	14	5	7.4	4	6	0	2	-13	-6
> COC(/C(=N/O)c1ccc(Cl)cc1)c1ccccc1 (stereo not drawn)
    1	-5	1	0.1	19	-6	1	-18	4	1
> CSCCC1NC(=O)N(CC(=O)Nc2ccc(Br)cc2Br)C1=O (stereo not drawn)
    0	-1	-4	-0.4	-1	-1	-1	1	x	-1
> Cc1ccccc1-c1cccc([C@@H]2C[C@H]3[C@H](CON3C)CN2C(=O)CCc2ccccc2)c1
    -1	-9	-6	-1.5	14	x	1	-18	-9	2
> Cc1cc(=O)n2nc(N3CCCC(C(=O)NCCc4ccccc4)C3)sc2n1 (stereo not drawn)
    -2	1	3	-0.8	-9	-1	2	11	17	0
> Cn1c(=O)c2cc(S(=O)(=O)N3CCN(c4cccc(C(F)(F)F)c4)CC3)ccc2n(C)c1=O
    -5	6	-5	-0.4	x	-4	4	-11	-1	-2
> Cn1c(N)c(S(=O)(=O)N2CCN(c3cccc(Cl)c3)CC2)c(=O)n(C)c1=O
    4	-7	-3	-1.1	7	0	2	0	0	8
> CC(C)(CC(=O)O)CC(=O)Nc1ccccc1Oc1ccccc1
    -1	-9	-6	0.9	3	-2	2	-18	6	3

As a working copy, some entries already given:
Second line of a record – Wnt bcat act	HTR5A inv ag	dFosB act	CDK5 inh	MITF act	NSD2 inh	V-ATPase pHluor	PvdQ acylase	SR-BI HDL uptake	HTR5A ag
> Cn1c(N)c(S(=O)(=O)N2CCN(c3cccc(Cl)c3)CC2)c(=O)n(C)c1=O
    4	-7	-3	-1.1	7	0	2	0	0	8
> CC(C)(CC(=O)O)CC(=O)Nc1ccccc1Oc1ccccc1
    -1	-9	-6	0.9	3	-2	2	-18	6	3

New compounds follow
Second line of a record – Wnt bcat act	HTR5A inv ag	dFosB act	CDK5 inh	MITF act	NSD2 inh	V-ATPase pHluor	PvdQ acylase	SR-BI HDL uptake	HTR5A ag
> O=C(CSc1ccc(-c2ccc(-n3cccn3)cc2)nn1)Nc1ccccc1F
    15	19	25*	0.0	77	2	-1	3	-23	-7
> COc1ccc(OCC(=O)Nc2ccc(S(=O)(=O)N3CCOCC3)cc2)cc1
    -2	-23	-4	0.6	5	-2	-2	-9	6	-1
> O=C(c1ccccc1)n1ccc2ccccc21
    x	-1	-5	0.4	17	-2	4	-4	25	0
> O=C(/C=C/c1ccccc1)n1cnnc1SC/C=C/c1ccccc1
    3	-4	-4	-2.7	2	1	3	-9	-20	8
> Oc1ccccc1-c1cc(C(F)(F)F)nc(-c2ccccc2)n1
    -2	2	-2	0.1	-11	-3	1	-11	26	-2
> Cc1ccc(C(=O)N/C(=C\c2ccco2)C(=O)N2CC(C)OC(C)C2)cc1C (stereo not drawn)
    2	26	-8	-2.1	-5	2	3	-9	3	-10
> O=C(CSc1n[nH]c(=O)n1C1CC1)NCc1ccccc1Cl
    -1	-47	-2	-2.5	-14	-1	0	-15	-19	-1
> CN(C)CCC=C1c2ccccc2C=Cc2ccccc21
    5	6	-6	1.2	9	x	3	-9	-5	2
> CCOC(=O)N1CCN(C(=O)COCc2cc(-c3ccc4c(c3)OCO4)on2)CC1
    1	0	-3	0.5	-8	-3	-2	-7	-3	-2
> CCCN1CCC(N2CCCC(C(=O)O)C2)CC1 (stereo not drawn)
    -2	-7	6	-1.6	8	-2	1	-13	-20	3
> Cc1noc(C)c1C(=O)OCC(=O)NCCC1=CCCCC1
    -5	-4	-7	-3.4	2	-3	6	-13	-7	2
> COc1ccc2cc(C(=O)N3CCN(Cc4ccc5c(c4)OCO5)CC3)[nH]c2c1
    0	1	-4	0.0	-3	-1	1	-6	-8	0
> Cc1ccnc(N2CCC(C(=O)NCc3ccc(F)cc3)CC2)n1
    -2	-3	-3	-0.4	-6	4	-2	-13	8	1
> Cc1ccc(NC(=O)C(C)c2ccc(-c3ccccc3)c(F)c2)cc1 (stereo not drawn)
    -3	-9	7	-1.1	-14	1	-1	4	-15	3
> CCC(C)c1ccc(NC(=O)c2c([N+](=O)[O-])cnn2CC)cc1 (stereo not drawn)
    3	-8	-6	0.5	x	3	0	-17	-13	10
> CN(C)S(=O)(=O)Oc1ccsc1C(=O)Nc1cccc(Cl)c1
    -4	-16	-13	1.2	5	14	1	-11	17	-1
> COC(=O)c1ccc(C2C(C(C)=O)=C(O)C(=O)N2CCO)cc1 (stereo not drawn)
    x	-25	-2	-2.7	2	-3	3	-24	7	2
> NS(=O)(=O)c1ccc(Nc2nc(-c3ccccc3)cs2)cc1
    x	-6	0	0.9	52	14	0	-5	40	2
> Cn1c(N)c(C(=O)COc2ccc(Cl)cc2Cl)c(=O)n(C)c1=O
    0	-6	-10	0.7	-9	0	0	0	10	-1
> CCn1cc(Br)c(C(=O)NCc2ccco2)n1
    x	-24	-1	7.7	21	x	-6	8	-15	9
> COc1ccc(OC)c(Nc2nc(-c3sc(NC(=O)CC(C)C)nc3C)cs2)c1
    -7	-5	-6	-1.3	-14	x	3	-11	76*	-4
> COc1ccc(/C(N)=N/OC(=O)Cc2ccc(C)cc2)cc1OC
    -6	23	-14	-0.2	-15	0	-3	3	-22	-2
> CCN(Cc1ccccc1)Cc1nnnn1Cc1ccccc1
    -1	2	-2	0.3	-10	0	-1	-8	-3	-1
> CC(C(=O)NC1CCCc2ccccc21)N1CCN(Cc2ccc3c(c2)OCO3)CC1 (stereo not drawn)
    -6	1	-3	-0.3	x	2	4	-14	x	0
> C=CCOc1cccc(C2/C(=C(\O)c3ccc4c(c3)OCCO4)C(=O)C(=O)N2Cc2cccnc2)c1 (stereo not drawn)
    3	6	-3	1.3	9	3	2	-10	-3	-1
> CC/C(=N\NC(=O)c1cc(C2CC2)[nH]n1)c1ccccc1
    9	-3	-1	1.8	68	-2	3	6	-26	-3
> COc1cccc(/C=C/C2=CC(C)(C)NC(=S)N2)c1
    9	2	-4	2.1	-2	6	-3	-27	78*	-1
> CO/N=C(/CNC(=O)c1ccccc1Cl)c1ccc(Cl)cc1
    x	-3	-7	-1.1	12	-5	-2	-10	-3	2
> COc1ccc(CCCNC(=O)C2CCC(=O)N(CCc3cccc(F)c3)C2)cc1 (stereo not drawn)
    1	11	-16	0.7	-4	-2	-2	-3	10	2
> COc1ccc(S(=O)(=O)NCc2ccncc2)cc1NC(=O)c1ccccc1F
    2	18	-7	-1.1	-2	-1	2	-7	31	1
> Cc1cc2n(n1)SC(Nc1cc(Cl)ccc1Cl)N2 (stereo not drawn)
    x	3	3	3.5	9	0	-1	-12	6	4
> CCc1nnc(NC(=O)CSc2nnc3scc(-c4ccc(C)cc4)n23)s1
    x	-25	-3	-1.7	1	0	3	-7	-17	0
> Cn1cnc([N+](=O)[O-])c1S(=O)(=O)c1ccc(Cl)cc1
    4	21	6	2.9	-27	3	-2	8	-15	-8
> CCc1ccc(OCC(=O)Nc2nnc(C3CCCC3)s2)cc1
    8	0	-7	0.4	2	5	4	-13	0	2
> CCc1ccc(N2CSC3=C(C#N)C(c4cccs4)CC(=O)N3C2)cc1 (stereo not drawn)
    x	0	-8	1.3	-5	12	1	-3	-3	5
> CC(C)[C@H]1COCCS(=O)(=O)N1Cc1ccccc1F
    2	22	-2	-0.9	-14	x	4	-9	-9	1
> CC(=O)c1ccc(C(=O)NC2CCCN(Cc3ccccc3F)C2)cc1 (stereo not drawn)
    -1	-9	0	-4.9	x	1	3	-13	-8	2
> CCOc1cccc(NC(=O)/C(C#N)=C\c2cccnc2)c1
    0	10	-8	-1.3	-6	-2	0	11	52	-4
> COc1ccc(C(=O)C2CCCN(Cc3cccn3-c3ccc(Cl)cn3)C2)c(OC)c1 (stereo not drawn)
    -11	-4	-11	-2.4	-3	x	-3	-12	1	2
> O=Cc1ccc(-c2ccccc2OC(F)(F)F)o1
    x	-7	6	-0.1	x	-2	-4	-3	-13	6
> Cc1nc2ccc(S(=O)(=O)NC(C(=O)NCc3ccco3)C(C)C)cc2s1 (stereo not drawn)
    -3	2	-1	0.6	8	x	-3	-8	-5	-1
> COC(=O)c1ccc(/C=C2/C(=O)Oc3ccccc32)cc1
    -1	8	-1	-0.1	-10	4	0	16	x	-3
> CC1CC(C)(C)N2C(=O)C(=C(C#N)C#N)c3cccc1c32 (stereo not drawn)
    2	8	-13	1.7	x	-4	4	-11	x	-4
> CC1CCCCC1NC(=O)c1ccc(S(=O)(=O)NCC2CCCO2)cc1 (stereo not drawn)
    -3	5	-4	-0.2	-5	-3	0	4	-18	-2
> CN1CCc2c(OCc3ccc(F)cc3)cccc2C1=O
    -2	7	-8	0.2	-14	3	0	-12	44	2
> COc1ccc(NC(=O)N2CCOCC2)cc1OC
    2	-8	-3	1.7	-2	1	0	-11	-99	-4
> Cc1ccc(CC(=O)Nc2ccc(OC(F)F)c(Cl)c2)cc1C
    0	-27	-9	1.2	10	-1	-5	8	-5	-3
> CCc1nnc(SCC(=O)NCCC2=CCCCC2)nc1CC
    0	-15	0	-0.5	2	1	0	6	-11	1
> Cc1cccc(CSc2nnc(-c3ccco3)o2)c1
    0	-17	-6	0.0	28	3	-1	-1	16	14
> CCCc1cc(Nc2ccccc2OCC)n2ncnc2n1
    -1	-8	-9	1.4	-1	7	-1	10	0	2
> COCCNC(=O)CN(C(=O)CCC(=O)Nc1ccccn1)c1cc(C)ccc1C
    0	6	0	2.8	-8	1	1	4	2	-2
> CN(C)S(=O)(=O)c1cccc(NC(=O)CCc2c[nH]c3ccccc23)c1
    -2	15	-6	-7.4	2	5	-1	-5	40	-6
> S=c1[nH]nc(/C=C/c2ccccc2)o1
    1	-4	2	3.5	-3	-4	-2	-3	-22	1
> [N-]=[N+]=N[C@@H](CCN1CC[C@H](O)CCC1=O)c1ccccc1
    -1	-6	-1	-1.2	-5	x	1	-15	6	3
> Cn1c(SCC(N)=O)nnc1-c1ccc(S(=O)(=O)N2CCCC2)cc1
    -1	14	4	1.2	0	-5	2	-11	-32	1
> CCN(C(=O)COC(=O)CNC(=O)c1ccc(Cl)cc1Cl)c1c(N)n(Cc2ccccc2)c(=O)[nH]c1=O
    7	3	-6	-1.2	6	-4	0	-1	8	-1
> O=S1(=O)CC2N=C(N(Cc3ccc(F)cc3Cl)c3ccccc3F)SC2C1 (stereo not drawn)
    x	-14	0	1.5	0	35	1	-4	-5	4
> OC[C@@H](O)[C@@H](O[C@H]1O[C@H](CO)[C@@H](O)[C@H](O)[C@H]1O)[C@H](O)[C@@H](O)CO
    -4	-2	3	-2.2	-3	x	-3	0	0	5

Bioassay records from PubChem.
